human PMI inhibitors = MPI inhibition at elevated mannose 6-phosphate – biochemical, fluorescence intensity, high mannose 6-phosphate, primary screen (AID 1220) | recombinant PMI enzyme, coupled fluorescence intensity; higher % means a stronger effect | inhibition, % at 20 µM, or IC50 in µM where a hit was titrated | actives 0.66% (n = 190,000)
RSV antiviral HEp-2 = RSV antiviral activity via CPE protection, HEp-2 cells, primary 10 µM value included (AID 2391) | actives 0.13% (n = 310,000) | HEp-2 cells, RSV-induced CPE inhibition; higher % means a stronger effect | one-dose CPE inhibition, % at 10 µM; IC50 in µM for titrated hits; in the data active = a potency from the dose series; inconclusive = CPE inhibition mostly from about 23% at the one dose, without a potency; inactive = the rest, 99 in 100 with CPE inhibition below about 21%; note: strong numbers were not always called active
human PMI inhibition = MPI enzyme activity inhibition – biochemical, fluorescence intensity, coupled assay, primary screen (AID 1209). purified PMI enzyme, coupled fluorescence intensity; higher % means a stronger effect. inhibition, % at 20 µM, or IC50 in µM where a hit was titrated. actives 0.42% (n = 190,000);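 note: plate controls were DMSO vehicle for no effect and wells lacking substrate for full effect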
T cell HTS = T cell immune modulators affecting CD8 T cell-vesicle binding | actives 0.068% (n = 330,000) | calls only at 7 µM | 2C CD8+ T cell-vesicle binding, flow cytometry; active compounds read low;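 active = response, share of CD8 T cells binding vesicles, and their 90th percentile fluorescence all below set limits, cut at about 80% in these data, passing the limit was not always enough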
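Assay system – 2C mouse CD8+ T cells · Also added – QL9-loaded Drosophila micro-vesicles · Timing – Cell–vesicle co-incubation 1.5 h at 37 °C, staining 20 min on ice · Signal – flow cytometry of vesicle-bound cells · Measure – percent CD8+ FL2 mean versus row control · Controls – Peptide-free naked vesicles (low) and QL9 vesicles with 0.7% DMSO vehicle (high)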
K1F lysis inhibition = protection from phage-mediated lysis, alamar blue read-out – E. coli UTI89, K1F phage, bacterial capsule biogenesis inhibitors (AID 488966); actives 0.02% (n = 340,000); one-dose inhibition, % at 100 µM; IC50 in µM for titrated hits; E. coli UTI89 K1F phage lysis, alamar blue, 2 h; higher % means a stronger effect;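 active = phage lysis inhibition, versus mean bacterial control, above a set limit; inconclusive = no clear call, values can overlap the other calls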;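 note: capsule biogenesis inhibitors block K1F phage lysis so surviving cells raise fluorescence; higher fluorescence means more inhibition of phage lysis; actives were called in the ten point dose series up to 300 µM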
M1AAP inhibition = P. falciparum M1AAP inhibitors, biochemical, fluorogenic H-Leu-NHMec substrate, 1536-well (AID 1445); recombinant M1AAP, H-Leu-NHMec fluorogenic kinetic assay; higher % means a stronger effect; inhibition, % at 30 µM, or IC50 in µM where a hit was titrated; actives 0.42% (n = 220,000);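 active = primary inhibition above the hit cutoff, then over 50% inhibition at one or more dose response concentrations, cut at about 23% in these data, passing the limit was not always enough; inconclusive = conflicting primary data, or primary hits not chosen for dose response; inactive = low primary inhibition, or under 50% at every dose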;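 note: plate controls were DMSO full reaction for no effect and no enzyme background for full effect; strong numbers were not always called active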
M17LAP inhibition = P. falciparum M17LAP inhibitors, primary screen, biochemical, fluorogenic H-Leu-NHMec substrate, 1536-well (AID 1619); recombinant M17LAP, H-Leu-NHMec fluorogenic kinetic assay; higher % means a stronger effect; inhibition, % at 30 µM, or IC50 in µM where a hit was titrated; actives 0.38% (n = 220,000);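 active = compound inhibiting the enzyme by more than half at any dose during confirmatory dose-response retesting; inconclusive = strong single-dose inhibitors picked by rank but not retested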;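 note: plate controls were full reaction with DMSO carrier for no effect and no enzyme background for full effect; strong numbers were not always called active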
TNAP activators = stimulation of alkaline phosphatase TNAP activity – biochemical, luminescent, no phosphate acceptor, uHTS, primary screen (AID 1001). purified TNAP, luminescent activation assay, no phosphate acceptor; higher activation fold means a stronger effect. one-dose activation fold at 20 µM; EC50 in µM for titrated hits. actives 0.03% (n = 200,000); in the data active = activation fold from about 3, or a potency from the dose series; inactive = the rest, 99 in 100 with activation fold below about 1.6; note: many of its hits are not listed in these tables
West Nile antiviral = West Nile virus antiviral activity, cell-based, CPE readout (AID 1621); CPE inhibition, % at 10 µM; hits with a dose series show IC50 in µM; West Nile virus-infected cells, CPE inhibition; higher % means a stronger effect; actives 0.02% (n = 290,000); in the data active = a potency from the dose series; inconclusive = CPE inhibition mostly from about 3.7% at the one dose, without a potency; inactive = the rest, 99 in 100 with CPE inhibition below about 2.2%; note: strong numbers were not always called active
T cell HTS vesicle-bound % = recorded beside T cell HTS, whose call it bears; double positive events, %; measured here: CD8+ vesicle-bound cell fraction;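 binding gate set so that unloaded-vesicle control wells show 10% double positive cells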
Active calls of the source: *; i = inactive; ? = inconclusive; nt = not tested or not shown; [ ] = remark or other dose. Cut-off read from the data, not from the text of the source, unless noted: active = inhibition above about 50%; inactive = the rest.

entry	Compound	K1F lysis inhibition	TNAP activators	human PMI inhibition	T cell HTS	M1AAP inhibition	human PMI inhibitors	M17LAP inhibition	RSV antiviral HEp-2	T cell HTS vesicle-bound %	West Nile antiviral
1	CCCCCC(=O)N1CCCC1	2.1%[50 µM]	nt	nt	i	8%	nt	-7%	0.6%	26	0.7%
2	CCN(c1ccccc1)S(=O)(=O)c1ccc(C(=O)NCC(c2cccs2)N(C)C)cc1 (stereo not drawn)	0.0%	1	3%	i	-1%	5%	-10%	12%	31	-0.8%
3	CN1CCN(c2ccc(S(=O)(=O)N3CCCCC3)cc2NC(=O)c2cccc([N+](=O)[O-])c2)CC1	0.4%	1.1	-2%	i	3%	-2%	3%	-0.6%	55	0.9%
4	COc1cccc(OC)c1NC(=O)C1CCCN1C(=O)NCc1ccccc1 (stereo not drawn)	0.4%	1	13%	i	6%	11%	-3%	0.2%	15	-0.8%
5	O=C(/C=C/c1ccc(F)cc1)N1CCCc2ccccc21	-0.4%	1	-12%	i	7%	-3%	2%	17%	8	-0.7%
6	Nn1c(SCC(=O)Nc2ccc3c(c2)OCO3)nncc1=O	-0.1%	1.2	8%	i	9%	7%	5%	0.8%	46	0.1%
7	CCN1CCN(C(=O)CN(c2ccc(F)c(Cl)c2)S(C)(=O)=O)CC1	2.9%	1.1	-2%	i	1%	-1%	4%	0.4%	33	0.2%
8	COc1nccnc1NS(=O)(=O)c1ccc(NC(=S)NC(=O)c2ccc(F)cc2)cc1	1.5%[50 µM]	1	6%	i	5%	12%	41%	4.3%	22	0.1%
9	CNC1=CC(=O)CC(c2ccccc2)C1 (stereo not drawn)	-0.3%	1	3%	i	3%	7%	-14%	-0.1%	37	-0.1%
10	Cc1ccc(-c2nc(NC(=O)c3ccc(S(=O)(=O)N(CCC#N)CCC#N)cc3)sc2-c2ccccc2)cc1	0.2%	1.1	13%	i	3%	2%	32%	3.6%	34	-0.3%
11	C=CCNS(=O)(=O)CC12CCC(CC1=O)C2(C)C (stereo not drawn)	-0.7%	1.2	-2%	i	4%	-6%	3%	1.3%	37	0.4%
12	Cc1ccc(-c2nnn(CC(=O)N(c3cccc(F)c3)C(C(=O)NC(C)(C)C)c3ccco3)n2)o1 (stereo not drawn)	-1.3%	1.1	-4%	i	0%	0%	1%	2.1%	55	-0.6%
13	CNC(=O)c1ccc(Nc2nnc(C)c3ccccc23)cc1	1.4%	1.1	2%	i	2%	6%	38%	3.2%	40	0.3%
14	Cc1nn(-c2ccccn2)c2nc(-c3cccs3)cc(C(=O)N3CCOCC3)c12	-0.3%	1.1	-2%	i	9%	-2%	-296%	0.5%	4	1.9%
15	CN(C)CCN(C(=O)c1ccc2c(c1)OCCO2)c1nc2cc3c(cc2s1)OCO3	0.1%	nt	nt	i	nt	nt	nt	3.0%	68	-0.4%
16	CCn1c(SCC(=O)N2CCOCC2)nc2sc3c(c2c1=O)CCCC3	0.2%	1	-14%	i	1%	-16%	-2%	-0.8%	53	-0.3%
17	COc1ccc(C(NC(=O)c2cc(OC)ccc2OC)c2ccccc2)cc1 (stereo not drawn)	0.4%	nt	nt	i	nt	nt	nt	0.7%	40	-0.3%
18	Cc1ccc(N2CCN(CC3CC=CCC3)CC2)cc1 (stereo not drawn)	1.6%	1.2	-2%	i	7%	3%	15%	-1.0%	35	0.8%
19	COc1ccc(NC(=S)NCc2ccc(S(N)(=O)=O)cc2)c(OC)c1	0.2%[50 µM]	1	6%	i	6%	1%	-34%	1.3%	50	0.1%
20	COc1cc(/C=C2/C(=O)NN(c3ccc(Cl)cc3)C2=O)cc(Br)c1O	-1.0%	nt	nt	i	nt	nt	nt	0.0%	58	-0.1%
21	S=C(Nc1ccccc1)Nc1nc2ccccc2n1CCOc1ccccc1	0.1%	1.1	-3%	i	-11%	-2%	1%	-4.3%	36	-1.5%
22	O=C(CCCN1C(=O)c2ccccc2C1=O)Nc1ccc(S(=O)(=O)N2CCCCC2)cc1	-0.8%	1.1	14%	i	7%	8%	10%	-0.3%	25	0.1%
23	Cc1nc(-c2cc(C#N)c(=O)[nH]c2C)cs1	-0.1%	nt	nt	i	2%	nt	-5%	4.5%	45	0.5%
24	CCOC(=O)N1CCN(C(=O)CSCc2ccccc2Cl)CC1	0.1%	1	-1%	i	1%	0%	8%	2.4%	36	-1.0%
25	CCOC(=O)N1CCN(S(=O)(=O)c2ccc(C(=O)NNc3nc4c(C)cc(C)cc4s3)cc2)CC1	nt	1.2	-7%	i	-2%	-29%	-4%	-1.0%	18	-0.1%

(listing goes on)
entry	Compound	K1F lysis inhibition	TNAP activators	human PMI inhibition	T cell HTS	M1AAP inhibition	human PMI inhibitors	M17LAP inhibition	RSV antiviral HEp-2	T cell HTS vesicle-bound %	West Nile antiviral
26	O=C(CN1C(=O)CSC1=O)Nc1ccccc1F	0.7%	1	5%	i	7%	6%	-4%	2.0%	22	0.1%
27	COc1ccccc1/C=C1\SC(=S)N(CCC(=O)NCCc2ccc(O)cc2)C1=O	0.8%	nt	nt	i	nt	nt	nt	-0.1%	30	?
28	Cn1cnc(S(=O)(=O)N2CCN(c3cccc(C(F)(F)F)c3)CC2)c1	-1.7%	nt	nt	i	nt	nt	nt	2.6%	23	-0.4%
29	Cc1ccccc1C(=O)Nc1ccc(C(=O)N/N=C/c2ccc(O)c(Br)c2)cc1	i	1.1	18%	i	20%	16%	-2%	1.5%	42	0.6%
30	CC(C)(C)c1cc(CN2CCN(CCC#N)CC2)cc(C(C)(C)C)c1O	-0.5%	1	8%	i	4%	12%	-1%	nt	29	-0.1%
31	COc1ccc(Cl)c(NC(=O)NCCN2CCN(c3ccccc3)CC2)c1	0.4%	1.1	9%	i	5%	13%	-6%	0.7%	46	0.2%
32	O=[N+]([O-])c1cc2c(cc1CN1CCN(c3ccc(F)cc3)CC1)OCO2	1.3%	nt	nt	i	nt	nt	nt	0.8%	60	-0.7%
33	CNc1nc(N)c([N+](=O)[O-])c(NCCO)n1	1.8%[50 µM]	1	-6%	i	13%	-2%	41%	2.3%	30	0.4%
34	CCOC(=O)c1ccc(NC(=O)COc2ccccc2CNCCc2ccccc2)cc1	-0.5%	1.5	-4%	i	1%	-6%	4%	1.9%	51	-1.8%
35	O=C(O)/C=C/C(=O)N1N=C(c2ccco2)CC1c1ccco1 (stereo not drawn)	0.4%	nt	nt	i	nt	nt	nt	0.3%	51	-0.2%
36	COc1ccc(-c2n[nH]c(=S)n2-c2ccccc2C)cc1OC	0.1%	nt	nt	i	nt	nt	nt	1.5%	58	-0.1%
37	COc1ccc(N2CCN(C(=O)c3ccc(CNS(=O)(=O)c4ccc(C)cc4)cc3)CC2)cc1	0.1%	nt	nt	i	nt	nt	nt	13%	7	-0.4%
38	COc1cccc(CC2(CO)CCCN(Cc3ccc(OC(F)F)cc3)C2)c1 (stereo not drawn)	-1.3%	nt	nt	i	nt	nt	nt	7.4%	66	-1.2%
39	CCn1c(SCC(=O)Nc2nnc(C)s2)nnc1C(C)NC(=O)c1ccccc1 (stereo not drawn)	0.5%	nt	nt	i	nt	nt	nt	0.0%	16	-0.1%
40	O=C(Nc1ccc(NC(=O)C2CC2)nc1)c1cccnc1	-2.0%	1	-3%	i	4%	11%	2%	1.2%	30	0.0%
41	CSCc1cc(N2CCCC2)nc(-c2ccccc2)n1	1.4%	1.1	0%	i	2%	5%	6%	2.9%	33	nt
42	COC(=O)CSc1nc2c(cnn2-c2ccc(F)cc2)c(=O)[nH]1	0.0%	nt	nt	i	nt	nt	nt	1.4%	24	0.0%
43	COc1ccccc1N1CCN(C(=O)c2cc(N3C(=O)C4C5CCC(C5)C4C3=O)ccc2Cl)CC1 (stereo not drawn)	0.3%[50 µM]	1	22%	i	8%	16%	-2%	1.2%	3	-1.6%
44	CCn1c(-c2ccc(C)cc2)nn(CC(=O)NCCc2ccccc2)c1=S	0.2%[50 µM]	1	3%	i	0%	3%	4%	8.8%	24	-1.7%
45	COc1ccc(CN2CCN(C(=O)c3ccc(CNS(=O)(=O)c4ccc(C)cc4)cc3)CC2)c(OC)c1OC	0.2%	nt	nt	i	nt	nt	nt	11%	26	-0.1%
46	Cc1cc(C(=O)NC2CC(C)(C)Cc3c2cnn3-c2ccccc2)n[nH]1 (stereo not drawn)	0.9%[50 µM]	nt	nt	i	nt	nt	nt	1.1%	22	-1.2%
47	COc1ccc(/C=C2\SC(=S)N(CC(=O)Nc3nnc(C)s3)C2=O)cc1	3.0%	0.9	-8%	i	0%	-7%	-9%	0.3%	53	nt
48	COc1ccc(-n2c(-c3ccc(F)cc3)cnc2SCC(=O)NCc2ccco2)cc1	0.5%	1.1	23%	i	8%	12%	6%	3.4%	26	2.5%
49	CCCCN(C(=O)c1cccc(C)c1)c1c(N)n(CCC)c(=O)[nH]c1=O	0.1%	nt	nt	i	nt	nt	nt	0.7%	21	0.8%
50	Cc1nc2ccc(-c3ccccc3)cc2o1	0.8%	1	7%	i	9%	0%	6%	1.3%	54	0.0%

(listing goes on)
entry	Compound	K1F lysis inhibition	TNAP activators	human PMI inhibition	T cell HTS	M1AAP inhibition	human PMI inhibitors	M17LAP inhibition	RSV antiviral HEp-2	T cell HTS vesicle-bound %	West Nile antiviral
51	COc1ccc(/C=C2\N=C(SC)N(c3ccccc3OC)C2=O)cc1	-0.1%	0.9	-3%	i	8%	-2%	8%	?	25	-0.6%
52	Cc1nc2ccccc2nc1N1CCCC1	0.3%	nt	nt	i	1%	nt	3%	0.9%	13	0.4%
53	COc1ccc(-c2cc3cc(OC)c(OC)cc3c(C)n2)cc1	0.5%	nt	nt	i	0%	nt	6%	5.6%	21	-0.2%
54	COc1cc(CN(CCN(C)C)Cc2ccccc2)ccc1OCc1ccccc1	-2.5%	nt	nt	i	nt	nt	nt	-1.3%	58	-0.5%
55	COC(=O)c1ccc(S(=O)(=O)NNC(=O)COc2ccc(C)cc2)cc1	3.6%	1	5%	i	-4%	-6%	4%	1.5%	54	0.6%
56	N#C/C=C(/N)N1CCN(c2ccc(Cl)c(Cl)c2)CC1	-0.2%	1.1	22%	i	6%	23%	-3%	0.0%	61	-0.3%
57	Clc1ccc(C2CC(c3cccs3)n3ncnc3N2)cc1 (stereo not drawn)	nt	nt	nt	i	-4%	nt	7%	0.2%	45	-0.6%
58	O=C1CN(S(=O)(=O)c2cccc(C(=O)O)c2)c2ccccc2N1	-0.2%	nt	nt	i	nt	nt	nt	0.0%	37	-0.1%
59	CCCCSc1nnc(-c2ccccc2N)c(=O)[nH]1	i	1.1	-18%	i	2%	-57%	-6%	4.5%	44	-0.5%

High-throughput results: PubChem, several laboratories
